Compound activity from PubChem BioAssay.
Casp6 inh – human caspase-6 inhibitors, primary screen, biochemical, VEID-R110 fluorescence, single point, set 2; actives 0.53% (n = 350,000); AID 686996, 2013; purified caspase-6, Z-VEID-R110 cleavage fluorescence; P55212; inhibition, % at 12.5 µM;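 active = mean inhibition across replicates at least about 35%, with every replicate also reaching that limit, limit read from the data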;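 note: 0% = median of neutral control wells and 100% = no fluorescence left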
Target sequence (P55212 24-179 limits assumed): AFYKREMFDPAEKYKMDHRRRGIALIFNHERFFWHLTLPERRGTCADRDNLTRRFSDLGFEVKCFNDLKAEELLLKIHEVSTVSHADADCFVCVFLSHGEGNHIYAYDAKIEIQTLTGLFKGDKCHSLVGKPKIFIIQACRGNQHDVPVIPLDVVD
Target sequence (P55212 194-293 limits assumed): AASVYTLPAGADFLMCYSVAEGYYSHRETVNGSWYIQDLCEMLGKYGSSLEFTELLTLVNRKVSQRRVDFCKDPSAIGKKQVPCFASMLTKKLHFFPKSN
E-selectin induc – E-selectin induction in HUVECs, primary screen, imaging, HUVEC, immunofluorescence imaging, single point; actives 0.37% (n = 260,000); normalized: neutral wells 0, TNF-alpha wells 100; AID 686992, 2013; activation, % at 7.58 µM;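 active = mean E-selectin-positive cell signal at least 10% of the positive control, reached in at least 60% of replicates, without over 20% cell loss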;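 note: in these data hits start at about 27%; measured in HUVEC primary endothelial cells; signal is the percent of cells scored E-selectin positive by PE staining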
Target sequence (P16581 whole entry, looked up): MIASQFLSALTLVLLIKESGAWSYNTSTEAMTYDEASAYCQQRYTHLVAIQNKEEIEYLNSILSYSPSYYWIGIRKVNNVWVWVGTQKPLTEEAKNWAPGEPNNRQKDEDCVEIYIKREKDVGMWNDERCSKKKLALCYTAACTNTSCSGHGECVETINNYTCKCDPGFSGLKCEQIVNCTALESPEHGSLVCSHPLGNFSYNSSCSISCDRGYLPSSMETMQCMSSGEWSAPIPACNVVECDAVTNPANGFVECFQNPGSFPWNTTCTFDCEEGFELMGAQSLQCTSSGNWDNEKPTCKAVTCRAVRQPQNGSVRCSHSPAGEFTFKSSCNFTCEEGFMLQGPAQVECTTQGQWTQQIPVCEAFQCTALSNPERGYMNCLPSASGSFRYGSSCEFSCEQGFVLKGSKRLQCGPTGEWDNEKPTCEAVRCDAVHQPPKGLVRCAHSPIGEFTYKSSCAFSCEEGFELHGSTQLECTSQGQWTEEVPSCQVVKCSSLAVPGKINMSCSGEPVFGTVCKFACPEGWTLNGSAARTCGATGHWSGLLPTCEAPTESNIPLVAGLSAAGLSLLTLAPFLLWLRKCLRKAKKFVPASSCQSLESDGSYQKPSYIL
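Assay system: HUVEC primary endothelial cells. Input: 3,000 HUVEC seeded per well. Doses: one compound dose added by pin transfer. Read-out basis: % PE-positive cells. Benchmarks: TNF-alpha high, DMSO low. Detection: immunofluorescence imaging. Buffer or medium: EGM-2, gelatin.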
esBAF inh – Bmi1 luciferase reporter increase in mESCs, primary screen, esBAF inhibitor project, mouse ES cells, Bmi1 luciferase knock-in, single point | reporter increase, % at 12.5 µM | 24 h; 100% = twice the neutral-well signal | actives 2% (n = 350,000) | AID 602393, 2012; in the data active = activation above about 40%;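 note: 0% = median of the plate's neutral control wells and 100% = double that signal; a rise in the Bmi1 reporter signal indicates esBAF inhibition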
RAD52 anneal inh – RAD52 DNA annealing inhibitors, primary screen, biochemical, FRET, single point, set 2. recombinant RAD52 DNA annealing, FRET fluorescence. inhibition, % at 18.7 µM. actives 0.46% (n = 360,000);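 active = every replicate showing at least 50% inhibition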
ERp5 block – inhibitors of ERp5-driven insulin aggregation, primary screen, biochemical, turbidity, absorbance 650 nm, single point. Protein disulfide-isomerase A6 (Homo sapiens), Q15084. 90 min. inhibition, % at 9.99 µM. actives 0.05% (n = 350,000);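 active = mean replicate inhibition above about 25%, with every replicate also reaching it, limit read from the data, passing the limit was not always enough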
RAD54 inh – inhibitors of human RAD54 branch migration, primary screen, biochemical, fluorescence, single point; DNA repair and recombination protein RAD54-like (Homo sapiens), Q92698; RAD54 Holliday junction branch migration, FAM/BHQ fluorescence; inhibition, % at 10.4 µM; actives 0.14% (n = 360,000);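 active = mean normalized replicate activity at least 40 and at least half of replicates scoring 40 or more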;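 note: 0% = median of neutral control wells and 100% = median of positive control wells; inhibitors cause a drop in the FAM fluorescence signal; in these data hits start at about 50%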
PglD inh – C. jejuni PglD acetyltransferase inhibitors, primary screen, biochemical, DTNB colorimetric, single point. UDP-N-acetylbacillosamine N-acetyltransferase PglD (Campylobacter jejuni). purified PglD enzyme, DTNB colorimetric CoA detection. inhibition, % at 12.5 µM. actives 0.098% (n = 360,000). AID 602405, 2012; in the data active = inhibition above about 16%, passing the limit was not always enough; note: strong numbers were not always called active
ARNT-TACC3 inh – disruptors of ARNT/TACC3 protein interaction, primary screen, biochemical, AlphaScreen, single concentration | AlphaScreen His-ARNT PAS-B/GST-TACC3 binding, luminescence; TACC3 fragment carries E629A point mutation | inhibition, % at 9.99 µM | actives 0.66% (n = 390,000) | AID 623870, 2012;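 active = mean inhibition of replicates at least 50% and at least half of replicates each reaching 50%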;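 note: 0% = complete ARNT plus TACC3 wells and 100% = ARNT alone without TACC3; many hits fall short of the cut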
Starred values were filed as active, the others as inactive; · = no result given; & = joins results of further samples.

The first 4 compounds (preview)
1	O=C(c1cccnc1)N1C[C@H]2[C@@H](c3ccccc31)[C@H](CO)N2CC1CCCCC1
2	O=C(CCCC1=NS(=O)(=O)c2ccccc2N1)NCCc1ccc(Cl)cc1
3	COc1ccc(Cl)cc1NS(=O)(=O)c1cccc(C(=O)NCC(c2ccco2)N2CCCC2)c1 (centres undefined)
4	CN(C)/C=C(\C#N)C(=O)Nc1ccc(F)c(Cl)c1

assay / entry	1	2	3	4
Casp6 inh	-2	-2	-1	2
E-selectin induc	-0.4	·	-0.1	·
esBAF inh	-2	-2	·	·
RAD52 anneal inh	4	-20	1	-7
ERp5 block	5	-2	1	2
RAD54 inh	-3	-4	·	·
PglD inh	-1	0	·	·
ARNT-TACC3 inh	1	3	·	-3

This part in full (from the top)
1	O=C(c1cccnc1)N1C[C@H]2[C@@H](c3ccccc31)[C@H](CO)N2CC1CCCCC1
2	O=C(CCCC1=NS(=O)(=O)c2ccccc2N1)NCCc1ccc(Cl)cc1
3	COc1ccc(Cl)cc1NS(=O)(=O)c1cccc(C(=O)NCC(c2ccco2)N2CCCC2)c1 (centres undefined)
4	CN(C)/C=C(\C#N)C(=O)Nc1ccc(F)c(Cl)c1
5	O=C(COC(=O)C12CC3CC(CC(C3)C1)C2)NC12CC3CC(CC(C3)C1)C2

assay / entry	1	2	3	4	5
Casp6 inh	-2	-2	-1	2	·
E-selectin induc	-0.4	·	-0.1	·	·
esBAF inh	-2	-2	·	·	-5
RAD52 anneal inh	4	-20	1	-7	·
ERp5 block	5	-2	1	2	·
RAD54 inh	-3	-4	·	·	-3
PglD inh	-1	0	·	·	1
ARNT-TACC3 inh	1	3	·	-3	6

6	Cc1cccc(Sc2c(C=O)c3ccccc3n2C)c1
7	COc1ccc(C(=O)OCC(=O)N(C)C2CCS(=O)(=O)C2)cc1S(=O)(=O)N(C)Cc1ccccc1 (centres undefined)
8	O=C(Nc1ccccc1C(=O)O)/C(=C/c1ccc([N+](=O)[O-])cc1)NC(=O)c1ccc(Br)o1
9	COc1cccc(CN(CC2CCCO2)S(=O)(=O)c2ccc(-n3cnnn3)c(OC)c2)c1 (centres undefined)
10	C[C@@H]1CN([C@@H](C)CO)C(=O)c2cc(NS(=O)(=O)c3ccccc3)ccc2O[C@@H](C)CCCCO[C@@H]1CN(C)Cc1ccc(C(F)(F)F)cc1

assay / entry	6	7	8	9	10
Casp6 inh	·	-3	31	1	3
E-selectin induc	·	-0.7	·	·	-0.1
esBAF inh	16	·	·	·	-1
RAD52 anneal inh	·	-6	-22	-19	4
ERp5 block	·	9	1	-1	0
RAD54 inh	3	·	·	·	0
PglD inh	-3	·	·	·	-3
ARNT-TACC3 inh	-17	·	5	-2	11

11	CN1CCN(S(=O)(=O)c2cccc(C(=O)Nc3ccccc3N3CCCCC3)c2)CC1
12	CC(=O)N1CCN(C(c2ccccc2)c2nnnn2C(C)(C)C)CC1 (centres undefined)
13	COc1ccc2cc(CN(Cc3ccco3)C(=S)NCC3CCCO3)c(=O)[nH]c2c1 (centres undefined)
14	COc1ccc(-n2ncc3c2CC(C)(C)CC3NC(=O)CCc2c(C)noc2C)cc1 (centres undefined)
15	CNC(=O)C[C@@H]1CC[C@@H]2[C@H](COC[C@H](O)CN2S(=O)(=O)c2ccccc2Cl)O1

assay / entry	11	12	13	14	15
Casp6 inh	7	3	1	-2	-3&-5
E-selectin induc	0.3	-0.7	·	-0.6	-0.1&-0.3
esBAF inh	-5	·	·	2	-4
RAD52 anneal inh	-7	-4	-13	9	-9&-8
ERp5 block	-4	2	0	5	-4&5
RAD54 inh	·	·	·	-1	1
PglD inh	·	·	·	-8	-3
ARNT-TACC3 inh	4	·	-3	-8	-6

16	CC(=O)Cn1c(CN2CCN(C(=O)c3ccco3)CC2)nc2c1c(=O)n(C)c(=O)n2C
17	O=C(CSC1CCCCC1)Nc1ccccc1Br
18	CCC(c1nnnn1-c1ccc2c(c1)OCCO2)N1CCN(C(C)=O)CC1 (centres undefined)
19	CN1CCN(S(=O)(=O)c2ccc3[nH]cc(C(=O)O)c(=O)c3c2)CC1
20	CCc1ccc(OCC(=O)N2CCN(c3ccccc3F)CC2)cc1

assay / entry	16	17	18	19	20
Casp6 inh	1	16	-2	0	-2
E-selectin induc	·	-0.7	-0.7	·	-2.7
esBAF inh	-7	·	·	-8	1
RAD52 anneal inh	-10	0	0	-3	-16
ERp5 block	8	2	1	6	4
RAD54 inh	-2	·	·	-4	·
PglD inh	2	·	·	-1	·
ARNT-TACC3 inh	3	-2	·	3	0

21	CCOc1ccc(S(=O)(=O)Nc2ccc(C(=O)N3CCCC3)cc2)cc1C(N)=O
22	COc1ccc(CNC(=O)C[C@@H]2C=C[C@@H](NC(=O)c3ccc4c(c3)OCO4)[C@H](CO)O2)cc1
23	O=C(CC1SC(N2CCCC2)=NC1=O)Nc1ccc(C(=O)N2CCCC(C(F)(F)F)C2)cc1 (centres undefined)
24	C[C@H]1C(=O)N(C)CCN1C(=O)c1ccc(OC2CCN(CCc3ccccc3)CC2)cc1
25	COc1ccc(C#Cc2ccc3c(c2)O[C@H](CN(C)C(C)=O)[C@@H](C)CN([C@H](C)CO)S3(=O)=O)cc1

assay / entry	21	22	23	24	25
Casp6 inh	1	1	-1	1	2
E-selectin induc	·	-0.3	7.9	-0.1	0.1
esBAF inh	1	-1	·	-3	0
RAD52 anneal inh	2	4	-14	-9	-8
ERp5 block	1	-3	-4	2	12
RAD54 inh	5	6	·	-5	-5
PglD inh	5	0	·	-1	2
ARNT-TACC3 inh	-16	4	-1	·	-1

26	CC(NC(=O)/C=C/c1ccccc1[N+](=O)[O-])C1CC2CCC1C2 (centres undefined)
27	C[C@@H]1CN([C@@H](C)CO)C(=O)c2cc(NS(=O)(=O)c3ccc(F)cc3)ccc2O[C@@H]1CN(C)Cc1ccc(Oc2ccccc2)cc1
28	CC1CCN(S(=O)(=O)c2cccc(-c3cn4cc(Cl)ccc4n3)c2)CC1
29	COc1ccc(-n2nc(C(=O)NCC(=O)Nc3cc(OC)c(OC)c(OC)c3)c3ccccc3c2=O)cc1OC
30	COc1ccc(/C=N/N(c2ccccc2)c2ccccc2)cc1O

assay / entry	26	27	28	29	30
Casp6 inh	·	7	0	-2	2
E-selectin induc	0.3	-0.1	·	0.2	0.9
esBAF inh	7	0	15	3	-6
RAD52 anneal inh	-11	-54	-8	-4	-2
ERp5 block	0	-9	2	-1	1
RAD54 inh	1	-12	-11	4	9
PglD inh	-2	3	1	-2	-5
ARNT-TACC3 inh	-2	-1	-4	-6	9

31	COC(=O)c1cc(OC)c(OC)cc1NC(=O)Cc1cccs1
32	O=C(Nc1ccc2c(c1)[C@@H]1C[C@H](CC(=O)N3CCCCC3)O[C@@H](CO)[C@@H]1O2)NC1CCCCC1
33	COc1ccc(N(C)S(=O)(=O)c2cccc3cccnc23)c(OC)c1
34	Cc1c(OCC(=O)NCCCn2ccnc2)ccc2c3c(c(=O)oc12)CCC3
35	COc1ccc(N=CC2=C(O)CC(C)(C)CC2=O)cc1

assay / entry	31	32	33	34	35
Casp6 inh	-2	-1	6	-8	·
E-selectin induc	0.4	-0.1	·	·	·
esBAF inh	-14	·	-2	-3	49*
RAD52 anneal inh	-9	3	-11	-14	·
ERp5 block	-2	-7	3	14	·
RAD54 inh	-6	·	5	6	3
PglD inh	1	·	4	2	-2
ARNT-TACC3 inh	-1	·	20	-4	-2

36	CCOCCCNC(=S)N(Cc1ccco1)Cc1cc2cc3c(cc2[nH]c1=O)OCCO3
37	COc1ccc(C)cc1Nc1n[n+](C)c(-c2ccc(O)cc2O)s1
38	Cc1noc(C)c1NC(=O)Nc1ccc2c(c1)C(=O)N([C@@H](C)CO)C[C@@H](C)[C@@H](CN(C)C(=O)c1ccccc1)OCCCC[C@@H](C)O2
39	CCc1ccc(NC(=O)CSc2nnc(CNC(=O)c3ccc(OC)cc3)o2)cc1
40	O=C1C2CCCN2C(=O)N1CCCCN1CCN(c2cccc(C(F)(F)F)c2)CC1 (centres undefined)

assay / entry	36	37	38	39	40
Casp6 inh	6	-6	1	3	-17
E-selectin induc	·	0.4	-0.3	0.3	·
esBAF inh	·	3	1	-1	1
RAD52 anneal inh	-32	-10	1	0	-4
ERp5 block	9	2	2	-1	3
RAD54 inh	·	-6	6	-3	-11
PglD inh	·	1	-36	0	-5
ARNT-TACC3 inh	9	-17	1	-4	3

41	Clc1ccc(CSc2ncn[nH]2)cc1
42	Cc1nn(C)c(C)c1Nc1ccc(N2C(=O)C3C4C=CC(C4)C3C2=O)cc1[N+](=O)[O-] (centres undefined)
43	CC(=O)c1sc(NC(=O)C2CCN(c3ncnc4sc(C)c(C)c34)CC2)nc1-c1ccccc1
44	Clc1cccc(-c2cccc3nccn23)c1Cl
45	O=C(O)CSc1ccn(Cc2ccccc2)c1

assay / entry	41	42	43	44	45
Casp6 inh	-1	5	-2	-1	3
E-selectin induc	·	4.4	·	0.0	-0.1
esBAF inh	4	·	-3	4	-6
RAD52 anneal inh	-3	-25	-15	-3	-9
ERp5 block	-5	10	2	1	-6
RAD54 inh	3	·	-5	15	9
PglD inh	4	·	1	-2	-1
ARNT-TACC3 inh	3	6	1	·	·

46	CC1CCN(S(=O)(=O)Cc2ccccc2Cl)CC1
47	CCOC(=O)Cc1csc(NC(=O)Nc2cccc(Cl)c2)n1
48	FC(F)C(F)(F)Oc1cccc(Nc2nccn3c(-c4cccc5ccccc45)cnc23)c1
49	CC1C(=O)N2CCCc3cc(NC(=O)C(=O)NCCCc4ccccc4)cc1c32 (centres undefined)
50	C[C@@H]1CN([C@@H](C)CO)C(=O)c2cc(NC(=O)NC3CCCCC3)ccc2O[C@@H](C)CCCCO[C@H]1CN(C)S(=O)(=O)c1cn(C)cn1
51	COc1ccc(S(=O)(=O)Oc2ccccc2C(=S)N2CCOCC2)cc1
52	COc1ccc2c(c1)c(C(=O)O)c(C)n2-c1ccccc1
53	O=C(c1cnccn1)N1CC(=O)N2[C@H](CO)[C@H](c3ccc(-c4ccc(F)cc4)cc3)[C@H]2C1

assay / entry	46	47	48	49	50	51	52	53
Casp6 inh	·	-2	-2	-1	0	0	1	0
E-selectin induc	·	·	2.5	3.3	-0.1	0.1	0.4	0.4
esBAF inh	-2	·	1	·	-2	-7	-5	·
RAD52 anneal inh	·	-6	3	-3	7	-6	-12	2
ERp5 block	·	5	1	4	-2	-3	0	-4
RAD54 inh	-19	·	-14	2	0	8	0	·
PglD inh	1	·	1	4	1	3	-5	·
ARNT-TACC3 inh	-5	-3	·	-4	-12	-1	-1	·
